bovine MsrA act: bovine MsrA enzyme activators, primary screen, biochemical, absorbance, HTS; activation, % at 10.6 µM; AID 602163, 2012; 360,000 compounds, 0.3% hits; purified bovine MsrA, absorbance read-out; in the data active = activation above about 7.5%;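 also: 0% = vehicle and 100% = reference activator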
MLLE-PAM2 inh: inhibitors of PABP1 MLLE–PAM2 peptide binding, primary screen, biochemical, fluorescence polarization, FITC-PAM2, GST-MLLE; Polyadenylate-binding protein 1 (Homo sapiens), P11940; 360,000 compounds, 0.36% hits; inhibition, % at 20 µM; AID 588489, 2011; in the data active = inhibition above about 35%, passing the limit was not always enough;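 also: plate controls were DMSO wells with GST-MLLE for no effect and wells lacking GST-MLLE protein for full effect; some results filed as inactive read as strong as hits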
Target sequence (P11940 whole entry, looked up): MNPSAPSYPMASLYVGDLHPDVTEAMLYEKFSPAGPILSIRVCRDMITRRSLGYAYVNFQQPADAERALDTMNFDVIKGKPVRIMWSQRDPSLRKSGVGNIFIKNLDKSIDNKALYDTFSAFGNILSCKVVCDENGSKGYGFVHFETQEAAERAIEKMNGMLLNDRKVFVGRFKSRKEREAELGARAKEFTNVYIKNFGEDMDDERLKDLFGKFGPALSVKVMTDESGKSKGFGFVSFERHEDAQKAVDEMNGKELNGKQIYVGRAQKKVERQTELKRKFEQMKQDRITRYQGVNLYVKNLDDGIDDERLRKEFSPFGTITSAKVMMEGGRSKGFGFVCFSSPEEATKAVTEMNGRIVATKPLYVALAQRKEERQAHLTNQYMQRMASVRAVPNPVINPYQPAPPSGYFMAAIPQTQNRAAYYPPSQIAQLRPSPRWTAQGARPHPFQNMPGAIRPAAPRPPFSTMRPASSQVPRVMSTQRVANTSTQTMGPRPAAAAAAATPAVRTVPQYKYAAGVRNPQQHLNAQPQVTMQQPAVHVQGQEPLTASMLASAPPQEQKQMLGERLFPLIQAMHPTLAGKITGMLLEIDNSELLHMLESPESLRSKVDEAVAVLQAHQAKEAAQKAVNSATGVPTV
Tb MetRS inh: T. brucei MetRS inhibitors, primary screen, biochemical, luminescence; methionyl-tRNA synthetase (Trypanosoma brucei brucei); purified T. brucei MetRS, ATP depletion, Kinase-Glo luminescence; inhibition, % at 11.9 µM; 360,000 compounds, 0.4% hits;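 active = inhibition above a per-plate cutoff of the control wells' mean inhibition plus 3 SD, cut at about 5.5% in these data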;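 also: 0% = DMSO wells median and 100% = median of wells with control inhibitor compound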
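Measured by: Kinase-Glo luciferase luminescence reporting remaining unconsumed ATP. Material: purified T. brucei MetRS enzyme. Doses: 11.9 µM compound single dose, 0.9% DMSO. Medium: HEPES buffer containing pyrophosphatase, BSA, spermine, DTT. Times: 15 min preincubation, 2 h reaction, all 25 °C. Reagent: methionine, ATP and bulk E. coli tRNA.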
FAS TE block: FAS thioesterase domain inhibitors, primary screen, biochemical, fluorescence intensity, uHTS; 360,000 compounds, 0.67% hits; recombinant FAS-TE, OMFH fluorogenic substrate, fluorescence endpoint; inhibition, % at 15 µM; Fatty acid synthase (Homo sapiens), P49327;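 active = compounds whose normalised, plate-corrected inhibition of enzyme fluorescence in the single-dose primary screen is 50% or more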;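 also: 0% = DMSO with enzyme and 100% = substrate without enzyme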
MsrA inh: bovine MsrA enzyme inhibitors, primary screen, biochemical, absorbance, HTS | Methionine sulfoxide reductase A (Bos taurus) | AID 651718, 2012 | purified bovine MsrA, absorbance read-out | inhibition, % at 15.5 µM | 360,000 compounds, 0.75% hits; in the data active = inhibition above about 4.5%;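 also: 0% = vehicle wells with enzyme and 100% = reference inhibitor wells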
CSN deneddyl inh: inhibitors of CSN-mediated cullin deneddylation, primary screen, biochemical, fluorescence polarization, uHTS | Purified CSN, SCF-Nedd8-OG deneddylation | inhibition, % at 12.5 µM | 360,000 compounds, 0.38% hits;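 active = pattern-corrected inhibition above about 35%, with an unprinted fluorescence ratio check between 0.5 and 1.5, limit read from the data, passing the limit was not always enough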;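 also: 0% = enzyme with substrate and 100% = substrate without enzyme; some results filed as inactive read as strong as hits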
Target sequence (Q92905 whole entry, looked up, one chain of several): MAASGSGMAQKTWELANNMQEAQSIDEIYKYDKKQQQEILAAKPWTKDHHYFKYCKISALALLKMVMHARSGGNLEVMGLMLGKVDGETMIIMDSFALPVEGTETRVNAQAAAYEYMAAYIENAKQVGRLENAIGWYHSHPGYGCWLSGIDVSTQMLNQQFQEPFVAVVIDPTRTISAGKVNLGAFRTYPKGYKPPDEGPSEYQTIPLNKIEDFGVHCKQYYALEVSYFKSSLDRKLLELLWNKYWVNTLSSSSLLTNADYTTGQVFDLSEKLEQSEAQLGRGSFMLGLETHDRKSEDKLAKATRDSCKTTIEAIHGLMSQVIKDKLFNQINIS
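Assay system: purified human Csn5 enzyme expressed in HEK293T cells; Input: 0.24 nM Csn5 enzyme, final concentration; Reagent: 10 nM SCFSkp2-Nedd8OG; Compound dosing: 12.5 µM single point; Times: reaction 90 min, room temperature; Technique: fluorescence polarization readout.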
Neddylation inh: inhibitors of cullin neddylation, primary screen, biochemical, TR-FRET, uHTS, NAE and Ubc12; 360,000 compounds, 0.58% hits; NEDD8-conjugating enzyme Ubc12 (Homo sapiens) + NEDD8-activating enzyme E1 regulatory …; calls only at 25 µM; in the data active = inhibition above about 36%
eLon inh: inhibitors of E. coli Lon protease, primary screen, biochemical, fluorescence polarization; purified E. coli Lon protease; inhibition, % at 7.94 µM; 360,000 compounds, 0.42% hits; AID 602123, 2011; in the data active = inhibition above about 13%, passing the limit was not always enough;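 also: 0% = enzyme with probe and DMSO and 100% = no enzyme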
Rin1 Abl inh: inhibitors of Rin1-Abl protein binding, primary screen, biochemical, TR-FRET; Tyrosine-protein kinase ABL1 (Homo sapiens) + Ras and Rab interactor 1 (Homo sapiens), …; inhibition, % at 7.35 µM; 360,000 compounds, 0.4% hits; AID 588664, 2011; in the data active = inhibition above about 5%, passing the limit was not always enough
Active calls of the source: *; i = inactive; . = not tested or not shown. Compounds were not picked by outcome (roughly 4% active in at least one column).

SMILES	bovine MsrA act	MLLE-PAM2 inh	Tb MetRS inh	FAS TE block	MsrA inh	CSN deneddyl inh	Neddylation inh	eLon inh	Rin1 Abl inh
CCOC(=O)CC1C(=O)NCCN1C(=O)c1c(Cl)cccc1Cl (stereo not drawn)	-2	4	-0.2	-5	-1.4	0	i	-7	-3
O=C(CCc1ccccc1)OCC(=O)c1cccc([N+](=O)[O-])c1	-7	-1	-1.4	56*	-1.1	-6	i	0	-7
CCOCC(=O)Nc1c(C(=O)Nc2ccc(OC)cc2OC)oc2ccccc12	1	-5	-0.4	2	-0.7	6	.	-2	4
CCn1c(SCc2ccccc2)nc2cc(S(N)(=O)=O)ccc21	-3	-4	0.7	16	-1.2	-1	i	-2	-3
Cc1ccc(/C(O)=C/C(=O)C(=O)NC23CC4CC(CC(C4)C2)C3)cc1	-3	-4	0.3	15	-0.4	0	i	-2	2
CC1(C(=O)Nc2ccc3ccccc3c2)CCC(=O)N1CCCn1ccnc1 (stereo not drawn)	-5	-6	-1.1	-8	1.1	5	i	5	0
Cc1nc2ccccn2c(=O)c1NC(=O)c1ccco1	-1	3	0.1	-8	4.8*	3	i	1	-1
CCOC(=O)C[C@H]1c2cc(C(F)(F)F)ccc2S(=O)(=O)N1Cc1ccccc1	0	-21	-0.1	18	-1.5	3	i	2	4
CC(C)c1ccc(NC(=O)Cn2ncc3ccccc32)cc1	-6	-8	-0.5	2	-0.9	-5	i	8	1
c1cnc(-c2noc(CN3CCN(C4C5CC6CC(C5)CC4C6)CC3)n2)cn1 (stereo not drawn)	-8	8	-0.7	-9	0.3	-2	i	6	-1
COc1c(C)cc(Br)cc1C(=O)Nc1ccc(S(N)(=O)=O)cc1	-1	6	0.6	-1	-1.7	-6	i	-10	3
COc1ccc(N2CCN(CC(=O)Nc3c(C)cc(C)cc3C)CC2)cc1	-13	-11	-1.6	-6	1.7	-6	i	0	1
COc1ccc(C(=O)COC(=O)c2cccs2)cc1	-5	-1	-0.5	4	-0.6	0	i	-9	-1
Cc1ccc(Nc2c(-c3cccnc3)nc3ccc(Br)cn23)cc1	-5	-1	-0.8	2	-1.6	1	i	-13	1
CC1Oc2ccccc2N(CC(=O)c2ccccc2)C1=O (stereo not drawn)	-4	-6	-0.7	1	.	0	i	3	0
CC1CC(C)CN(C(=O)CSc2nnc3ccccn23)C1 (stereo not drawn)	-8	-20	-0.4	-9	1.0	-2	i	10	0
CN(CC(=O)Nc1ccc(Cl)c(C(F)(F)F)c1)C(=O)C1CCC1	1	-5	0.1	8	-0.9	-8	i	6	2
CCOC(=O)CCSc1nc(C)c2cc(C)c(C)cc2n1	0	11	-0.2	5	0.0	-1	i	-6	-5
CCOc1cc(/C=N/NS(=O)(=O)c2ccccc2)ccc1OS(=O)(=O)c1ccc(C)cc1	-1	-10	-0.3	24	0.9	4	i	-5	-1
O=C(O)c1ccccc1SCc1cn2cc(Br)ccc2n1	-2	16	-0.6	-1	-1.2	0	i	-6	-13
CCCCOC(=O)C(C#N)c1nc2ccccc2nc1N1CCN(Cc2ccc3c(c2)OCO3)CC1 (stereo not drawn)	-13	1	-1.7	26	0.9	-1	i	-11	-3
CCCCNS(=O)(=O)c1ccc(NC(=O)C(Sc2ccccc2)c2ccccc2)cc1 (stereo not drawn)	-9	8	-0.4	31	0.6	-9	i	3	1
Cc1ccc(-c2c3c(nc4sc(C(N)=O)c(N)c24)CCCC3)o1	-9	7	-0.8	0	1.3	-21	i	-8	3
COc1cc(CC(=O)Nc2cc(S(C)(=O)=O)ccc2Cl)cc(OC)c1OC	-3	-25	-1.0	-4	-0.5	-5	i	-1	4
COc1ccc(NS(=O)(=O)c2ccc(N3CCOCC3)c(N)c2)cc1	-2	1	-0.1	-6	-0.6	4	i	-14	3
COc1cccc(NC(=O)[C@H](CC(C)C)NC(=O)N2CCn3c2nc2ccccc23)c1	-2	1	-0.6	20	-0.4	-4	i	-3	1
COc1cc(OC)cc(C(=O)NC2CC(C)(C)NC(C)(C)C2)c1	-9	6	-0.6	-7	-0.3	7	i	0	-2
Cc1ccccc1NS(=O)(=O)c1cc2c(cc1C)N(C)CCO2	-2	-4	-0.4	2	2.0	-2	i	-1	-1
Cc1ccc(NC2CCCN(C(=O)CCC(=O)c3ccccc3)C2)cc1C (stereo not drawn)	-2	-14	-0.6	4	-0.9	1	i	3	1
COc1ccc([N+](=O)[O-])cc1NC(=O)CCCOc1ccccc1	0	4	0.1	68*	0.7	-7	i	-5	0
Cc1c(C(=O)O)oc2ccc(S(=O)(=O)N3CCCCC3C(=O)O)cc12 (stereo not drawn)	-5	1	-0.5	1	3.0	-7	i	-1	0
O=[N+]([O-])c1ccc(Cl)c(/C=N/N2CCN(Cc3ccccc3)CC2)c1	-3	8	0.2	30	0.7	2	i	-1	-4
O=C(NCCc1c[nH]c2ccccc12)C(=O)NCC(c1ccco1)N1CCN(c2ccc(F)cc2)CC1 (stereo not drawn)	-2	-6	-0.8	-9	-1.0	-4	i	4	-2
S=C(Nc1ccccc1)Nc1ccc(Cl)cn1	-6	21	-0.9	6	.	2	i	-8	-1
O=c1[nH][nH]c2c1[C@@H](c1ccc(F)cc1)O[C@H](CCc1ccccc1)C2	-2	.	-0.8	-44	-0.9	-7	i	3	.
FC(F)(F)c1cccc(Nc2ncnc3ccccc23)c1	-14	7	-0.6	2	1.2	2	.	-7	-3
O=[N+]([O-])c1cccc(-c2nc(-c3cccs3)c(-c3cccs3)[nH]2)c1	-13	-9	-0.7	34	1.2	3	i	6	-5
COc1ccc(Cl)cc1NC(=O)CSc1nc(N2CCOCC2)nc(N2CCOCC2)n1	-5	-2	-0.6	19	-0.7	-1	i	-3	-1
COCCOC(=O)c1c(C)nc(SCC(=O)Nc2cccc3ccccc23)c(C#N)c1-c1ccco1	-4	8	-0.4	18	-0.7	1	i	-9	-3
CC(=O)Nc1ccc(NC(=O)CCC(=O)OCC(=O)c2ccc(F)cc2)cc1	-6	6	-0.4	-5	-0.5	3	i	-2	0
CC(C)C1/C(=N/O)CC(c2ccccc2)NC1c1ccccc1 (stereo not drawn)	-7	-4	-1.1	-8	0.1	1	i	1	-2
CN(c1ccccc1)S(=O)(=O)c1cccc(NC(=O)CCNC(=O)c2ccccc2)c1	-2	-38	-0.4	1	1.0	-1	i	-7	2
O=c1c2cc3ccccc3nc2ncn1CCc1ccc(Cl)cc1	.	.	0.1	.	-1.4	2	i	.	.
O=C(C1CCCN(S(=O)(=O)c2cccc3nonc23)C1)N1CCN(c2cccc(Cl)c2)CC1 (stereo not drawn)	-2	-12	-0.9	29	1.7	4	i	-6	-1
CCc1nc2c(OCCOc3ccc(F)cc3)cccn2c1N(C=O)Cc1ccccc1	-2	-1	-0.2	14	-0.7	1	i	-18	4
CCOC(=O)c1cc(-c2ccc(Cl)cc2)nc2c1c(=O)[nH]c(=O)n2CCOC	-3	-7	-0.5	1	0.2	2	.	-1	2
Cc1cc(=O)oc(C)c1C(=O)NCC1COc2ccccc2O1 (stereo not drawn)	1	-11	0.0	8	1.0	3	i	0	-3
Cc1ccc(S(=O)(=O)N2CCOCC2)cc1NC(=O)c1cc2ccccc2oc1=O	-9	13	-0.5	0	1.5	0	i	-6	-1
COc1ccc2cc3cc(C(=O)N4CC(C)CC(C)C4)oc3nc2c1 (stereo not drawn)	-1	19	0.2	69*	.	2	i	-9	-6
CN(C)S(=O)(=O)c1cc(C(=O)Nc2ccccc2C(=O)NC2CC2)ccc1Cl	-2	-16	-0.2	6	-0.9	-6	i	-9	4
CCCC(=O)Oc1ccc(N(C(=O)CCC)S(=O)(=O)c2cccc([N+](=O)[O-])c2)cc1	-7	-13	-0.1	50	-0.3	-1	i	2	3
CSc1ccc(S(=O)(=O)N2CCC(C(=O)Nc3cccnc3)CC2)cc1	-10	4	-0.8	4	0.8	1	i	7	0
COc1ccc(NS(=O)(=O)c2cc3c4c(c2)CCN4C(=O)CC3)cc1OC	-8	6	-0.5	-27	.	4	i	3	-2
c1ccc(-c2ccccc2OCCOCCN2CCc3ccccc3C2)cc1	-2	4	-0.2	15	0.3	-16	i	-7	0
CN1CCN(c2ccc(NC(=O)c3ccc(-c4ccccc4F)o3)cc2)CC1	-3	-12	-0.2	-1	2.2	-5	i	-16	-3

One compound at a time (already shown).
Results for `CCOC(=O)c1cc(-c2ccc(Cl)cc2)nc2c1c(=O)[nH]c(=O)n2CCOC` → bovine MsrA act = -3; MLLE-PAM2 inh = -7; Tb MetRS inh = -0.5; FAS TE block = 1; MsrA inh = 0.2; CSN deneddyl inh = 2; Neddylation inh = .; eLon inh = -1; Rin1 Abl inh = 2
Results for `CN(c1ccccc1)S(=O)(=O)c1cccc(NC(=O)CCNC(=O)c2ccccc2)c1` → bovine MsrA act = -2; MLLE-PAM2 inh = -38; Tb MetRS inh = -0.4; FAS TE block = 1; MsrA inh = 1.0; CSN deneddyl inh = -1; Neddylation inh = i; eLon inh = -7; Rin1 Abl inh = 2
Results for `COc1ccc(NS(=O)(=O)c2cc3c4c(c2)CCN4C(=O)CC3)cc1OC` → bovine MsrA act = -8; MLLE-PAM2 inh = 6; Tb MetRS inh = -0.5; FAS TE block = -27; MsrA inh = .; CSN deneddyl inh = 4; Neddylation inh = i; eLon inh = 3; Rin1 Abl inh = -2

MsrA inh, entries above that show a hit
molecule | bovine MsrA act | MLLE-PAM2 inh | Tb MetRS inh | MsrA inh | CSN deneddyl inh | Neddylation inh | eLon inh | Rin1 Abl inh
Cc1nc2ccccn2c(=O)c1NC(=O)c1ccco1 | -1 | 3 | 0.1 | 4.8* | 3 | i | 1 | -1
